Screens (PubChem BioAssay)
HCMV inh – inhibitors of human cytomegalovirus; activity change, negative = inhibition, % at 57.5 µM; AID 1259415; HFF cells, HCMV-luciferase reporter, 72 h; hits give low values; 410,000 tested, 4.5% active; in the data active = activity change below about -60%; inconclusive = no clear call, values can overlap the other calls; inactive = above about -39%
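Screen run at 2 compound doses on HFFs infected with reporter HCMV, MOI 1 PFU/cell. Luciferase activity from cell lysates at 72 h post infection gave inhibition relative to buffer-only and Salinomycin wells.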
AMA1-RON2 inh – inhibitors of Plasmodium falciparum AMA1-RON2 interaction; AlphaScreen AMA1-biotinylated RON2 peptide binding; Potency, µM (top dose mostly 58.2 µM), for the others: top-dose activity change, negative = inhibition, usual class: inhibitors; 360,000 tested, 0.2% active; AID 720542; active = well fitted inhibition curve with a large enough effect; inconclusive = small, poorly fitted or top-dose-only effect; inactive = no such curve, though single readings can be large or run the other way;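 also: potency is read from the fitted curve at half-maximal effect; 0% = vehicle wells and -100% = peptide control; nearly all actives have a fitted effect of over 45% in size; some results filed as inactive show a strong effect at the top dose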
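AMA1 (3D7) with his tag at 25 nM final met compounds first, then biotinylated RON2 peptide at 25 nM; detection used donor plus acceptor beads, 10 µg/mL apiece, read by AlphaScreen after 30 min at room temperature.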
The depositor's hits bear a star; ? = inconclusive; [ ] = another dose, or the depositor's remark. Unless noted, % is scaled to controls: 0 for no effect and ±100 for the full control effect.

structure | HCMV inh | AMA1-RON2 inh
COc1ccc(N(CC(=O)N2CCN(c3ccccc3)CC2)S(=O)(=O)c2ccccc2)cc1 | 6 | -15%
O=C(NCc1ccc(F)cc1)C(=O)NCC1OCCN1S(=O)(=O)c1cc(F)ccc1F (stereo not given) | 27 | 11%
C[C@H]1CN([C@@H](C)CO)C(=O)c2cc(Br)cnc2O[C@@H]1CN(C)S(=O)(=O)c1ccccc1 | -5 | -7%
CSCCC(C(=O)Nc1c(C)cccc1C)N1CCN(c2ccc(F)cc2)CC1 (stereo not given) | -14 | -23%
O=C(Nc1cccc(Cl)c1)OCC#CCN1CCCC1 | 14 | 7%
CCC(c1nnnn1Cc1ccccc1)N1CCC(n2c(=O)[nH]c3ccccc32)CC1 (stereo not given) | -61* | -14%
CC(=NNC(=O)CSCC(=O)NN=C(C)c1ccccc1)c1ccccc1 | ? | 94%[activator]
COc1cccc(NC(=O)N(C)C[C@@H]2Oc3ncc(Br)cc3C(=O)N([C@@H](C)CO)C[C@H]2C)c1 | 2 | -1%
COc1ccc(S(=O)(=O)N2CCC[C@H]2C(=O)N2CCC[C@H]2C(=O)N[C@H](C)c2ccccc2)cc1C | 2 | -7%
CCCCN1CC(C)(C)[C@H](CC(=O)Nc2ccccc2)C1=O | -1 | 14%
CCc1ccc(C(O)c2ncc(-c3cccc(C(F)(F)F)c3)[nH]2)cc1 (stereo not given) | ? | 14%
Cc1ccc(C)c(C(O)c2ncc(-c3cccc(C(F)(F)F)c3)[nH]2)c1 (stereo not given) | -6 | -4%
NC(=O)c1nccc2ccccc12 | 5 | 1%
O=C(O)Cc1ccc(O)cc1 | -17 | 11%
Cc1ccnc(NC(=O)c2cccc(NC(=O)c3ccc(Cl)c(Cl)c3)c2)c1 | 38 | -2%
c1cc(-c2ccsc2)n2cnnc2c1 | -15 | -4%
Cn1c(N2CCN(c3ccccn3)CC2)nc2c1c(=O)n(Cc1ccccc1Cl)c(=O)n2C | 74 | 0%
CCCNC(=O)c1cc(C2CCCN(C(=O)c3ccc4ccccc4c3)C2)on1 (stereo not given) | -1 | 10%
CC(C)Oc1cc(F)ccc1-c1cc(C(=O)Nc2cccc(C(F)(F)F)c2)[nH]n1 | -64* | 14%
Cn1c(=O)c2[nH]c(C3CC4CCC3C4)nc2n(C)c1=O (stereo not given) | -14 | 4%
CC(=O)N[C@@H](Cc1c[nH]c2ccccc12)C(=O)OCC(=O)Nc1cc(C)on1 | 10 | -1%
CNC(=O)C[C@H]1C(=O)N(c2ccc(Br)cc2)C[C@@H]1CSC | -2 | -3%
COc1ccccc1N(C)S(=O)(=O)c1ccc(C(=O)NCCCN2CCCC2=O)cc1 | -4 | 5%
COc1ccc(-n2nnnc2C(c2cccc3ccccc23)N2CCC3(CC2)C(=O)NCN3c2ccccc2)cc1 (stereo not given) | 6 | -13%
FC(F)C(F)(F)Oc1cccc(Nc2nccn3c(-c4cc(C(F)(F)F)cc(C(F)(F)F)c4)cnc23)c1 | 33 | 116%[activator]
CC(C)(C)c1ccc(CC(=O)N2CCC2(C)C(=O)NCc2ccc(Cl)cc2)cc1 (stereo not given) | -24 | -5%
COc1ccccc1C(NC(C)=O)c1c(O)ccc2ccc(O)cc12 (stereo not given) | 53 | -7%
COc1ccc(N2CCN(CCCN)CC2)cc1 | 19 | -23%
COc1ccc(Cl)cc1-c1nc(-c2ccc(NC(=O)c3ccncc3)cc2)no1 | -36 | -9%
CCCNC(=O)c1onc(CSc2ccc(Cl)cc2)c1C(=O)NCCOC | -39 | -9%
Cc1ccc(NCC(=O)Nc2ccc(F)c(Cl)c2)cc1S(=O)(=O)N1CCOCC1 | -61* | -1%
COC12c3ccccc3-c3ccccc3C1C(C(=O)O)C2C(=O)O (stereo not given) | 25 | -1%
O=C(CSc1ncccn1)NC(=O)NC1CCCC1 | 8 | -3%
Cc1ccc(C(O)c2ncc(-c3ccccc3F)[nH]2)cc1F (stereo not given) | ? | -3%
Cc1ccc2nc(-c3ccc(NC(=S)NCCC(C)C)cc3)sc2c1 | 122 | -4%
O=C(NC1CC1)C1=C[C@@H](C2CC2)C[C@@H](OCCCCO)O1 | -9 | 6%
Cc1ccc(OCCN2CCC2(C)C(=O)NCc2ccc(C(F)(F)F)cc2)cc1 (stereo not given) | -4 | -2%
COC(=O)[C@]12CCCCC=C1N(CCC1=CCCCC1)C(=O)[C@H](CC(=O)N1CCSCC1)C2 | 6 | -5%
O=C1NC(=O)C2(Br)Nc3ccc(Br)cc3C(=O)C2N1 (stereo not given) | -14 | 31%[activator]
O=C1NC[C@H](CCCCN2C[C@H](Cc3ccc(O)cc3)N(CCc3ccccc3)C(=O)C2=O)N(Cc2ccccc2)C1=O | -22 | -13%

Random excerpt: 3 records from the list, in no set order.
structure | HCMV inh | AMA1-RON2 inh
CNC(=O)C[C@H]1C(=O)N(c2ccc(Br)cc2)C[C@@H]1CSC | -2 | -3%
Cc1ccc2nc(-c3ccc(NC(=S)NCCC(C)C)cc3)sc2c1 | 122 | -4%
COc1ccccc1N(C)S(=O)(=O)c1ccc(C(=O)NCCCN2CCCC2=O)cc1 | -4 | 5%

The list continues.
structure | HCMV inh | AMA1-RON2 inh
O=C(O)CNC1c2ccccc2CSc2ccccc21 (stereo not given) | 10 | 19%
Cc1cccc(S(=O)(=O)N(C)C[C@H]2OCc3cnnn3CCCC(=O)N([C@H](C)CO)C[C@H]2C)c1 | 7 | 3%
C[C@H](CO)N1C[C@H](C)[C@H](CN(C)C(=O)Nc2ccccc2)OCc2cnnn2CCCC1=O | -10 | 4%
CCN1C[C@@H]2[C@@H]3C(=O)N(C)C(=O)[C@@H]3[C@](Cc3ccccc3)(C1=O)N2C(=O)c1ccc(Br)cc1 | -19 | -1%
CN(C)C(=O)c1cccc(-c2cccc(-c3nc(C(=O)NCc4ccccc4)cc4c3[C@@H](CCO)N(S(=O)C(C)(C)C)C4)c2)c1 (stereo not given in full) | -61* | -10%
CC(=O)N1CCN(S(=O)(=O)c2cccc(C(=O)N3CCN(S(=O)(=O)c4c(C)c(C)cc(C)c4C)CC3)c2)CC1 | -21 | -2%
O=C(C1CCCCC1)N1C[C@@H](O)[C@H](n2cc(C3CC3)nn2)C[C@@H]1c1ccccc1 | -11 | -5%
Cc1cccc(C)c1-n1nnnc1C(c1cccc2ccccc12)N1CCC2(CC1)C(=O)NCN2c1ccccc1 (stereo not given) | -17 | -6%
C[C@H]1CN([C@@H](C)CO)C(=O)CCCn2nncc2CO[C@H]1CN(C)C(=O)NC1CCCCC1 | 3 | -2%
c1ccc2c(c1)ccn1c(Cc3ccsc3)c(C3CCCCC3)nc21 | 20 | -23%
Cc1cccc(NC(=O)CNC(=O)c2ccc(S(=O)(=O)NCc3ccco3)cc2)c1C | -26 | -7%
CCCS(=O)(=O)NC(=O)C1(C)CCN(C(=O)CSc2ccccc2)C1 (stereo not given) | 15 | 8%
N#Cc1ccc(C(=O)N2CCCCC2c2cc(C(=O)Nc3ccc4c(c3)OCO4)no2)cc1 (stereo not given) | -14 | -14%
OCC1OC(c2ccc(OCc3ccccc3)cc2OCc2ccccc2)C(O)C1O (stereo not given) | -18 | -3%
Cn1c(=O)c2cc(NC(=O)NCCc3cccs3)ccc2n1Cc1ccccc1 | -77* | -4%
C[C@]12CC[C@@H]3c4ccc(O)cc4CC[C@H]3[C@@H]1CC[C@@H]2OC(=O)CCC1CCCC1 | -19 | -5%
CC(=O)Nc1cncc(-c2cccc(S(C)(=O)=O)c2)n1 | 5 | 0%
COCc1cccc(-c2csc(C(O)c3ccc(F)cc3)n2)c1 (stereo not given) | 2 | 9%
CCCN(CC(=O)Nc1ccccc1OC)C(=O)CNC(=O)c1ccc(C)s1 | -14 | 19%
COc1ccc(NC(=O)C2(C)Cc3c(-c4ccc(C(N)=O)cc4)ccnc3O2)cc1 (stereo not given) | 33 | 0%

Of the compounds above, 3 contain two or more sulfur atoms.
structure | HCMV inh | AMA1-RON2 inh
Cc1ccc2nc(-c3ccc(NC(=S)NCCC(C)C)cc3)sc2c1 | 122 | -4%
CC(=O)N1CCN(S(=O)(=O)c2cccc(C(=O)N3CCN(S(=O)(=O)c4c(C)c(C)cc(C)c4C)CC3)c2)CC1 | -21 | -2%
CCCS(=O)(=O)NC(=O)C1(C)CCN(C(=O)CSc2ccccc2)C1 (stereo not given) | 15 | 8%

(list continues)
structure | HCMV inh | AMA1-RON2 inh
CCCCS(=O)(=O)NC1=NCN(CCOC(=O)c2ccccc2)CN1 | 19 | 9%
CC1CCN(C(=O)CCC(=O)Nc2ccc([N+](=O)[O-])cc2)CC1 | -4 | -7%
CCOC(=O)C1=C(C)N(CCCC(=O)O)C(=O)NC1c1cccc(OC)c1 (stereo not given) | 2 | 2%
C[C@H](CO)N1C[C@H](C)[C@@H](CN(C)S(=O)(=O)c2ccc(F)cc2)OCc2cn(nn2)CCCC1=O | -24 | 0%
CC(C)CNc1ncnc2c1ncn2[C@H]1CN(Cc2ccncc2)C[C@@H](CO)O1 | -35 | -4%
N#CC1(C(N)=O)OC12CCS(=O)(=O)c1ccccc12 (stereo not given) | -21 | -9%
COC(=O)[C@]12CCCCC=C1N(Cc1ccccc1)C(=O)[C@H](CC(=O)NCCC(C)C)C2 | -14 | -3%
COc1cc(F)ccc1-c1cc(C(=O)NCc2ccc(C(F)(F)F)cc2)[nH]n1 | -8 | -3%
O=C(NNC(=O)c1ccncc1)Nc1ccc(Br)cc1 | 0 | 35%[activator]
Cc1ccc(OCC(=O)Nc2ccc(C(=O)Nc3ccccc3C(=O)O)cc2)cc1C | -8 | -5%
CCOC(=O)C(N=Nc1nn[nH]n1)C(C)=O (stereo not given) | ? | 71%[activator]
Cc1c(NC(=O)Nc2cc(F)c(F)cc2Cl)c(=O)n(-c2ccccc2)n1C | 22 | 11%
COc1ccc(CN(C)CCCn2cnc3c(OC)ncnc32)cc1OC | 3 | 1%
CCc1nnc(NC(=O)Cc2ccc(OC)c(S(=O)(=O)N3CCOCC3)c2)s1 | 14 | -6%
CCC(=O)N(C)C[C@H]1Oc2cc(-c3cccnc3)ccc2S(=O)(=O)N([C@H](C)CO)C[C@H]1C | -1 | 9%
O=C1c2ccccc2C(=O)N1OCCCN1C(=O)c2ccccc2S1(=O)=O | 0 | 3%
COCCNC(=O)c1cc(S(=O)(=O)N2CCC3(CC2)OCCO3)ccc1F | 3 | -4%
Cc1nnc(SCCn2c(N(C)Cc3ccccc3)nc3c2c(=O)n(C)c(=O)n3C)s1 | -5 | -6%
COc1ccc(S(=O)(=O)N2CCC3CC2c2c(-c4ccc(C(F)(F)F)cc4)cccc23)cc1 (stereo not given) | -28 | 0%
CCCNC(=O)C1(C)CCN1C(=O)c1ccccc1CCc1ccccc1 (stereo not given) | -61* | 2%
CCN(CC(=O)Nc1ccc(NC(C)=O)cc1)C(=O)c1c(C)nn(Cc2ccc(C)cc2)c1Cl | -20 | -4%
COc1ccc(Cn2cc(CN3CC(N4CCCC4)CS3(=O)=O)nn2)cc1 (stereo not given) | -13 | 1%
C=CCNc1ncnc2c1ncn2[C@H]1CN(Cc2ccc(-c3ccccc3)cc2)C[C@@H](CO)O1 | -17 | ?
C[C@H](CO)N1C[C@H](C)[C@@H](CN(C)S(=O)(=O)c2ccc(-n3cccn3)cc2)OCc2cnnn2CCCC1=O | 5 | 1%
CCOC(=O)C1Nc2ccccc2C2c3ccccc3CC12 (stereo not given) | -25 | 20%
CC(C)CN1CCC1(C)C(=O)Nc1ccc(OC(F)F)cc1 (stereo not given) | 11 | 10%
CCOC(=O)C1CCCN(C(=O)C2COc3ccccc3O2)C1 (stereo not given) | -11 | 3%
Cc1cccc(S(=O)(=O)NC(=O)C2(C)CCN2C(=O)C/C=C/c2ccccc2)c1 (stereo not given) | 6 | 7%
CC1(Cc2ccc(F)cc2)C(=O)Nc2ccc(-c3cccnc3)cc21 (stereo not given) | -64* | -15%
CCCCN(C(=O)c1cc(S(=O)(=O)N2CCOCC2)ccc1N1CCOCC1)c1ccccc1 | -7 | 25%
CN(Cc1ccccc1)C(=O)c1ncn2c1C(=O)N(C)CC2 | -5 | 0%
COc1ccccc1S(=O)(=O)N[C@@H]1CC[C@@H](CCn2cc(C3CC3)nn2)O[C@@H]1CO | -30 | 7%
COc1cccc(Nc2nc(C(N)C3CCCCC3)cs2)n1 (stereo not given) | 45 | 32%[activator]
CCOC(=O)N1CCN(S(=O)(=O)N2CCCC(C(=O)NCc3ccc(C)cc3)C2)CC1 (stereo not given) | -4 | 3%
Cc1ccc(-c2nc3ccc(Cl)cn3c2Cc2cccc(F)c2)cc1 | 70 | -5%
Nc1ncnc2c1ncn2[C@@H]1O[C@H](CO)C[C@H]1O | -3 | 9%
Cc1ccc(NS(=O)(=O)c2ccccc2)c(NS(=O)(=O)c2ccccc2)c1 | -2 | 7%
CNc1cccc(-c2cc(OC)c(OC)c(OC)c2)n1 | 149 | 1%
CC1=C(C(=O)N(C)C)CC(CC(=O)NCc2cccs2)C(=O)N1Cc1ccc(F)cc1 (stereo not given) | 9 | 2%
CCN(CC)CCC12CC(C)OC1=Nc1ccccc1NC2=O (stereo not given) | 16 | -7%
COc1ccc(CN2CC[C@H]3C=CC[C@@H](C(=O)Nc4ccc(Cl)c(C(F)(F)F)c4)[C@H]3C2=O)cc1OC | 30 | 4%
CCC(C)NC(=O)C1(N2C(=O)c3ccccc3C2=O)CCCC1 (stereo not given) | -21 | -10%

A portion of the library; count on the stated rates, not on these rows.
